Screening results (PubChem BioAssay)
GPR151 ag = activates the human receptor GPR151; 1% of 650,000 active; PathHunter beta-arrestin GPR151 cells, luminescence; Q8TDV0; activation, % at 11.2 µM; AID 1508602; in the data active = activation above about 4.9%;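 note: 0% = median of compound wells and 100% = cells with positive control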
Target sequence (Q8TDV0 whole entry, looked up): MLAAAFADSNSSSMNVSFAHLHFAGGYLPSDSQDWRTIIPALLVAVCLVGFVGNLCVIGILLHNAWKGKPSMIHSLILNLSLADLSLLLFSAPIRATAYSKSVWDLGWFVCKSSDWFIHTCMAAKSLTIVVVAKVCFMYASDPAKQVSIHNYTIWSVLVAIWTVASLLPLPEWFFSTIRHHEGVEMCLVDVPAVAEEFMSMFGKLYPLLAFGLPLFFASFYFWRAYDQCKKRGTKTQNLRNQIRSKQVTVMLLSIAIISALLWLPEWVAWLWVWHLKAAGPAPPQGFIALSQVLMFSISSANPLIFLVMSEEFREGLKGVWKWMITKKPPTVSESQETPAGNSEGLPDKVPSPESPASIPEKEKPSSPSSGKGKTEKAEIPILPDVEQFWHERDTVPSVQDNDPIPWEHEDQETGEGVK
TEAD-YAP block = TEAD-YAP interaction inhibition. HEK-TIYL cells, TEAD-Gal4/YAP UAS-luciferase luminescence. inhibition, % at 9.12 µM. 1.4% of 640,000 active; in the data active = inhibition above about 32%;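 note: 0% = median of test compound wells and 100% = reference inhibitor wells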
FBW7 act = activators of human E3 ligase FBW7; Q969H0; AlphaScreen FBW7–phospho-cyclin E peptide binding, activator screen; normalized activity (activation), % at 26.1 µM; 0.13% of 650,000 active; AID 1259310; in the data active = normalized activity above about 1.9%;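 note: purified mutant Fbw7 with reduced substrate affinity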
MITF inh = blocks human microphthalmia-associated transcription factor | inhibition, % at 2.6 µM | O75030 | 0.91% of 650,000 active | AlphaScreen MITF homodimerization, bead proximity signal; in the data active = inhibition above about 50%;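 note: 0% = vehicle wells with protein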
Target sequence (O75030 whole entry, looked up): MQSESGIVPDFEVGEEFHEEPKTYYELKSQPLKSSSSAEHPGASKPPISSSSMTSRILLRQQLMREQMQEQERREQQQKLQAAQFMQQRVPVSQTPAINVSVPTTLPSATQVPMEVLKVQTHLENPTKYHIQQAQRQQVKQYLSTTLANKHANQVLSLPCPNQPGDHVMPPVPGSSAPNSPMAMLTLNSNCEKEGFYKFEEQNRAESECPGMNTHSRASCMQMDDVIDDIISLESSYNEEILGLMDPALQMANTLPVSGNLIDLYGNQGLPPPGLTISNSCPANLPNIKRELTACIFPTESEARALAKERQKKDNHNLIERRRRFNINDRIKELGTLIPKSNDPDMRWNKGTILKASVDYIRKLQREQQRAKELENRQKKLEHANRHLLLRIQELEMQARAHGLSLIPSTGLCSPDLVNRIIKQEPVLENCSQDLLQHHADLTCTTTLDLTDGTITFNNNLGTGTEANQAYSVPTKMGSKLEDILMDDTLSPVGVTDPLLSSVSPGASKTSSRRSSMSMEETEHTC
The depositor's hits bear a star; / = no result given.

SMILES	GPR151 ag	TEAD-YAP block	FBW7 act	MITF inh
CCOc1cc(CN2CCc3nnc(CCNC(=O)c4ccoc4)n3CC2)ccc1O	-0.2	1	-0.2	7
O=C(NCc1cccc(C(F)(F)F)c1)c1cncc(-c2cccs2)c1	1.7	7	-0.1	-2
N#C/C(=C\c1cccc(F)c1)c1ccccc1	-0.2	-8	0.2	0
Cc1sc2nc(C)n3c(=O)n(CC(=O)N(C)C)nc3c2c1C	-0.6	6	1.0	13
CCc1ccccc1Nc1nc(N)nc(CN(C)C)n1	-1.0	-5	-0.4	-2
CC1CCCCN1C(=O)CCS(=O)(=O)c1ccc(Br)cc1 (configuration not stated)	-1.1	-1	0.1	8
CC1CCCN(S(=O)(=O)c2ccc(F)c(C(=O)NCc3cccnc3)c2)C1 (configuration not stated)	2.1	1	0.6	5
COc1cccc(/C=N/Nc2nc(C)cs2)c1OC	-0.7	-51	-0.1	-4
CC12CCC(C(=O)N(c3cccc4ccccc34)C1=O)C2(C)C (configuration not stated)	-0.8	-2	-0.3	18
Cc1ccccc1CN1CCN(Cc2ccccn2)CC1	1.3	-14	0.0	79*
CCC1CN(CCC(=O)NCC2COCCO2)Cc2ccc(Cl)cc2O1 (configuration not stated)	-1.4	16	0.5	12
CCN(Cc1ccccc1)S(=O)(=O)c1ccc(C(=O)Nc2nnc(-c3ccc(OC)cc3)o2)cc1	0.0	-11	0.1	-4
O=C(NC1CC1)c1ccc(-c2nc(NCc3cccc(C(F)(F)F)c3)c3ncn(C4CCCCC4)c3n2)cc1	0.0	-1	0.1	13
O=C(Nc1ccc(F)c(F)c1)c1cc(S(=O)(=O)N2CCCCC2)ccc1F	-0.4	-5	0.0	-14
CCOc1cc(/C=N/NC(=O)C(=O)Nc2ccc(OC)cc2OC)ccc1O	0.9	4	0.1	13
CCCN1C=NS(=O)(=O)c2ccccc21	-0.3	-5	-0.1	-8
C[C@H](O)[C@H]1NC(=O)[C@H]2CN(Cc3ccccc3F)CCN2C1=O	-0.9	7	-0.1	4
O=c1[nH]c2ccc(S(=O)(=O)N3CCN(c4ccc([N+](=O)[O-])cc4)CC3)cc2o1	-0.3	-12	0.0	-16
Cc1ncc(CN2CCCC(CO)(Cc3cccc(Cl)c3)C2)s1 (configuration not stated)	2.0	2	-0.2	-19
CCN(CC)CCCn1c(C)cc(=O)n(C)c1=O	0.2	-2	0.1	19
c1ccc(-c2ccccn2)nc1	-0.7	-7	0.1	-14
COc1cccc(C(=O)OCC(=O)c2ccc([N+](=O)[O-])cc2)c1	-0.2	-1	-0.1	24
O=C(NCC1CCCO1)c1cc2cc(Br)ccc2oc1=O (configuration not stated)	-0.5	-3	-0.1	3
CCN(CC)C(=O)C1CCCN(Cc2nc(-c3ccc(OC)cc3)no2)C1 (configuration not stated)	-1.2	1	0.1	-8
O=C(CCc1nc2cccnc2n1Cc1cccs1)Nc1ccc(Cl)cc1	-1.0	9	-0.2	7

Among those listed so far, 3 have a Cl atom:
SMILES	GPR151 ag	TEAD-YAP block	FBW7 act	MITF inh
CCC1CN(CCC(=O)NCC2COCCO2)Cc2ccc(Cl)cc2O1 (configuration not stated)	-1.4	16	0.5	12
Cc1ncc(CN2CCCC(CO)(Cc3cccc(Cl)c3)C2)s1 (configuration not stated)	2.0	2	-0.2	-19
O=C(CCc1nc2cccnc2n1Cc1cccs1)Nc1ccc(Cl)cc1	-1.0	9	-0.2	7

(cont.)
SMILES	GPR151 ag	TEAD-YAP block	FBW7 act	MITF inh
NS(=O)(=O)c1ccc(CCNC(=O)CCCn2c(SCC(=O)OCc3ccccc3)nc3ccsc3c2=O)cc1	1.5	-12	0.2	3
C=C1Cn2c(nc3sc(C)c(C)c3c2=O)S1	2.9	-1	0.0	-5
OCCSc1nnc2sc3ccccc3n12	0.1	14	0.0	1
Cc1ccc(C2Oc3ccc(Cl)cc3C3=C2C(c2ccc(C)cc2)n2ncnc2N3)cc1 (configuration not stated)	0.6	4	0.0	8
Cc1ccc(NC(=O)C2OC3OC(C)(C)OC3C3OC(C)(C)OC23)cc1Cl (configuration not stated)	3.0	-17	-0.1	3
N/C(=N/OC(=O)c1ccccc1I)c1nonc1N	-2.7	-3	-0.2	-6
NC(=O)c1cc(NC(=O)CCl)cc(C(N)=O)c1	-0.1	0	0.1	11
COc1ccccc1C1Oc2ccccc2C2=C1C(c1ccc(C)cc1)n1ncnc1N2 (configuration not stated)	0.2	-13	0.0	-2
N#Cc1ccc(NC(=O)c2cc([N+](=O)[O-])ccc2N2CCCCC2)cc1	3.8	-1	-0.1	3
Cc1nn(C)c(C)c1-c1cccc(C(=O)NCCN2CCOCC2)c1	-0.4	8	0.1	-1
Cc1ccc(N(CC(=O)O)S(=O)(=O)c2ccc3[nH]c(=O)c(=O)[nH]c3c2)cc1	-1.3	-3	-0.1	8
CCOc1ccccc1/C=N\NC(=O)CCn1cnc2ccccc21	1.4	2	-0.1	5
COCc1nc2ccccc2n1CCc1noc(-c2ccc(OC)cc2)n1	2.9	-2	0.5	2
O=C(Nc1ccc2oc(-c3cc(I)ccc3Cl)nc2c1)c1cccc(F)c1	0.5	-3	-0.1	-4
COc1ccc(C)cc1N(CC(=O)NC1CCCCC1)S(C)(=O)=O	-2.4	-1	0.1	9
CCOC(=O)c1c(C)oc2c1c(C=NCCCn1ccnc1)c(O)c1ccccc12	0.2	-1	0.0	1
COc1ccc(NC(=O)n2cc(C)cn2)cc1OC	5.2*	-1	-0.2	16
CCOc1cc(/C=N/O)ccc1OCc1ccccc1F	-0.1	-52	0.1	1
CCC(CC)C(=O)NCc1nnnn1-c1ccc(F)cc1	-0.5	-4	0.2	17
COc1ccc(S(=O)(=O)N2CCC(N3CCOCC3)CC2)cc1	1.3	3	0.0	54*
Cc1c(Cl)c(C(F)(F)F)nn1CCCNC(=O)C1CCCC1	-1.5	-4	0.3	6
Cc1cc(C)c2[nH]c(=O)c(CN(CCCO)C(=O)c3cccs3)cc2c1	1.0	-6	-0.1	1
CC(=O)Nc1nc2c(c(-c3ccccc3)c1C#N)CCCCC2	-0.3	-4	0.0	-7
COc1ccc(OCCCCOc2ccccc2[N+](=O)[O-])cc1	1.3	8	0.0	1
CCc1ccc(N(C)S(=O)(=O)c2ccc3[nH]cc(C(=O)N(C)Cc4ccccc4)c(=O)c3c2)cc1	0.2	14	0.1	1
SMILES	GPR151 ag	TEAD-YAP block	FBW7 act	MITF inh
C=CCn1c(SCC(=O)c2cc(C)n(-c3ccc(Cl)cc3)c2C)nc2sc3c(c2c1=O)CCC3	1.6	0	-0.1	9
O=C(Cn1c2ccccc2c(=O)c2ccccc21)N1CCN(c2ccc([N+](=O)[O-])cc2)CC1	0.5	10	0.2	6
O=C(NCCc1nc(-c2cccnc2)n[nH]1)NCc1ccccc1	-0.6	-6	0.1	-9
O=C(NC(=O)C(F)(F)F)Nc1ccc(S(=O)(=O)Nc2ccccn2)cc1	0.5	-12	0.2	-13
COc1ccc(/C=C/C(=O)NC2CCCCCC2)cc1OC	-0.4	8	-0.1	12
O=[N+]([O-])c1cccc(S(=O)(=O)NC23CC4CC(CC(C4)C2)C3)c1	5.3*	1	0.0	4
Cc1nn(-c2ccc3nncn3n2)c(C)c1CCC(=O)O	1.4	-8	-0.2	-2
C=CC1=C(C)C2=CC3=NC(=C(CC(=O)[O-])C4=NC(=C(C)C4=C([O-])[O-])C=c4[n-]c(c(C)c4CC)=CC1=N2)C(CCC(=O)[O-])C3C.C=CC1=C(C)C2=CC3=NC(=C(CC(=O)[O-])C4=NC(=C(C)C4=C([O-])[O-])C=c4[n-]c(c(C)c4CC)=CC1=N2)C(CCC(=O)[O-])C3C.[Cu+2].[Na+].[Na+].[Na+] (configuration not stated)	0.1	14	-0.4	60*
Cc1nnc(NC(=O)COc2ccccc2)s1	0.8	-3	-0.1	-3
Cc1ncn(-c2ccc(Nc3ncc4cccc(-c5ccc6c(cnn6C)c5)c4n3)cc2)n1	0.8	9	-0.2	6
Cc1ccc(CN(Cc2ccco2)C(=S)Nc2ccc(Oc3ccccc3)cc2)cc1	2.7	-2	0.1	15
CCOC(=O)c1c(NC(=O)c2cc(OCC)c(OCC)c(OCC)c2)sc2c1CCCCC2	-0.4	3	0.1	-9
COc1ccc(CNCc2ccc(N(C)C)cc2)cc1	-1.7	9	-0.4	3
Cc1nc(C)c(C(=O)N/N=C/c2cccnc2)cc1C(=O)N/N=C/c1cccnc1	-0.6	-6	1.2	10
CC1(C)CCc2cc(S(=O)(=O)NCc3ccc(S(N)(=O)=O)cc3)ccc2O1	0.7	-2	0.5	14
COc1ccc(CCN=C(N)NS(=O)(=O)c2ccc(OC)c(OC)c2)cc1OC	0.3	-11	-0.1	0
Cc1nc(C)c(-c2csc(Nc3ccc(C)c(C)c3)n2)s1	0.8	21	-0.2	-7
COc1cccc(C)c1NC(=O)c1ncoc1-c1cccc(F)c1	0.1	0	-0.1	-10
Cc1ccc(NC(=O)c2ccc(Cl)c([N+](=O)[O-])c2)cc1	-0.2	-15	0.1	13
Cc1cc(NC(=O)c2cc3c(s2)-c2c(C)cccc2OC3)no1	0.7	2	0.0	-2
CC(C)N(C(=O)Cn1cc(SCC(=O)N2CCCC2)c2ccccc21)C(C)C	1.3	-4	-0.2	9
CC(C)(C)c1cc(/C=C2\N=C(c3ccc4c(c3)OCO4)OC2=O)cc(C(C)(C)C)c1O	0.2	3	0.2	18
COc1cccc(NC(=O)CSc2nc3ccsc3c(=O)n2-c2ccc(Cl)cc2)c1	-1.6	8	0.1	10
C=CCNC(=O)C(=O)Nc1ccccc1CC	0.0	6	0.2	20
COc1ccc(C(=O)OCC(=O)OC(C)(C)C)cc1[N+](=O)[O-]	0.6	9	0.0	-9

Looked up above:
CC(C)N(C(=O)Cn1cc(SCC(=O)N2CCCC2)c2ccccc21)C(C)C in FBW7 act is listed with -0.2
CCc1ccccc1Nc1nc(N)nc(CN(C)C)n1 in GPR151 ag is listed with -1.0
C[C@H](O)[C@H]1NC(=O)[C@H]2CN(Cc3ccccc3F)CCN2C1=O in FBW7 act is listed with -0.1

3 consecutive entries from above:
SMILES	GPR151 ag	TEAD-YAP block	FBW7 act	MITF inh
COc1cccc(NC(=O)CSc2nc3ccsc3c(=O)n2-c2ccc(Cl)cc2)c1	-1.6	8	0.1	10
C=CCNC(=O)C(=O)Nc1ccccc1CC	0.0	6	0.2	20
COc1ccc(C(=O)OCC(=O)OC(C)(C)C)cc1[N+](=O)[O-]	0.6	9	0.0	-9

The listing continues:
SMILES	GPR151 ag	TEAD-YAP block	FBW7 act	MITF inh
CCN(c1ccccc1)c1cc(C)nc2ncnn12	0.2	-20	0.7	27
CCOc1ccccc1NC(=O)c1c(N)sc2c1CCC(C)C2 (configuration not stated)	-0.3	1	-0.2	-3
CC(NCc1ccc(C(=O)O)s1)c1ccccc1 (configuration not stated)	1.3	-1	0.3	2
CCOc1ccc(S(=O)(=O)Nc2ccc(CC#N)cc2)cc1	3.0	17	-0.1	-14
COc1ccc(OC)c(NC(=O)CSc2nc3ccc([N+](=O)[O-])cc3s2)c1	2.9	3	-0.1	6
COc1ccccc1N1C(=O)CC(N2CCN(c3ncccn3)CC2)C1=O (configuration not stated)	-0.2	1	0.0	5
O=C(c1cn(-c2ccc(F)cc2F)c(=O)c2ccccc12)N1CCN(Cc2ccc3c(c2)OCO3)CC1	0.1	-2	0.2	7
Fc1ccc(C2Nc3ccc(Cl)cc3C3C=CCC32)cc1 (configuration not stated)	-1.3	-1	-0.1	16
Cc1cc(-c2nnc(CCC(=O)N3CCCCC3c3cccnc3)o2)c(C)o1 (configuration not stated)	-0.6	-10	0.2	6
COc1cc(/C=C2/C(=O)NC(=O)N(C(C)(C)C)C2=O)ccc1O	-0.7	9	0.2	14
Cc1cccc(NC(=S)N(CCCN2CCCC(C)C2)Cc2cccs2)c1 (configuration not stated)	2.7	-8	-0.2	-4
Nc1cc(-c2ccccc2)nn1S(=O)(=O)c1cc(Cl)sc1Cl	0.1	11	-0.1	-4
Cc1ccc(N2C(=O)C3C4CCC(O4)C3C2=O)nc1 (configuration not stated)	0.1	-2	0.1	3
OCCCNc1nc2ccccc2n1Cc1ccccc1	1.4	13	0.1	14
COc1ccc(CCNC(=O)c2nnn(CC(=O)Nc3cccc(F)c3)c2N)cc1OC	-0.4	0	0.0	-2
Cc1ccccc1NC(=O)c1c(NC(=O)c2cccnc2)sc2c1CCCCC2	0.4	-9	-0.1	2
OCC1CCCN(Cc2ccc(C(F)(F)F)cc2)C1 (configuration not stated)	2.2	-8	0.7	18
CCc1cc2cc(OC)ccc2nc1SCC(=O)Nc1c[nH]c(=O)[nH]c1=O	-2.0	2	0.3	25
Cc1ccccc1C(=O)Nc1nnc(-c2ccccc2Cl)s1	-0.8	-8	0.1	2
CCCCC1=CC2=CC(=O)C(C)(OC(=O)CCc3ccccc3)C(=O)C2=CO1 (configuration not stated)	8.4*	/	-0.1	3
Cc1[nH]c2ccccc2c1C(=O)COC(=O)c1ccccc1NC(=O)c1ccco1	-1.5	6	1.1	29
O=C(CSc1nc2c(sc(=S)n2-c2ccccc2)c(=O)n1-c1ccccc1)c1ccc(Cl)cc1	0.6	-5	0.2	-7
CCCCOc1ccccc1/C=C1/SC(N2CCN(C(C)=O)CC2)=NC1=O	1.6	-7	-0.1	-7
CS(=O)(=O)N1CCN(Cc2ccccc2)CC1C(=O)NCc1ccccc1 (configuration not stated)	0.4	-5	0.0	-12
O=C(CC1(O)C(=O)N(Cc2cccc(F)c2)c2ccccc21)c1cccs1 (configuration not stated)	0.7	10	0.1	20
COc1ccc(CN(Cc2ccccc2)Cc2nnnn2C(C)(C)C)cc1	1.1	-1	1.1	10
CN(Cc1n[nH]c2c1CCCCC2)C(=O)CCc1nnc(-c2ccsc2)o1	1.1	-6	0.1	11
CCOc1ccc(C2CC(=O)NC(SCC(=O)OC)=C2C#N)cc1 (configuration not stated)	-0.1	-7	-0.1	2

Hits appear at their usual frequency; about 3.4% have a hit in one of these screens.
